LMP1 NFkB inh – Epstein-Barr LMP1 NF-kappaB reporter inhibition | LMP1-induced NF-kappaB luciferase reporter cells, luminescence | inhibition, % at 12.5 µM | hit rate 0.69% among 350,000 | AID 504558; in the data active = inhibition above about 41%;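 note: 0% = neutral control wells and 100% = reference inhibitor control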
NR5A2 inv ag – suppresses constitutive activity of human LRH-1; O00482; HEK293T StAR-luciferase reporter, LRH-1 transfected, 24 h; inhibition, % at 3.6 µM; hit rate 0.13% among 360,000;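 active = inhibition above the mean inhibition of all tested compounds plus 3 SD, cut at about 73% in these data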;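 note: 0% = DMSO wells and 100% = reporter-only cells lacking LRH-1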
Target sequence (O00482 whole entry, looked up): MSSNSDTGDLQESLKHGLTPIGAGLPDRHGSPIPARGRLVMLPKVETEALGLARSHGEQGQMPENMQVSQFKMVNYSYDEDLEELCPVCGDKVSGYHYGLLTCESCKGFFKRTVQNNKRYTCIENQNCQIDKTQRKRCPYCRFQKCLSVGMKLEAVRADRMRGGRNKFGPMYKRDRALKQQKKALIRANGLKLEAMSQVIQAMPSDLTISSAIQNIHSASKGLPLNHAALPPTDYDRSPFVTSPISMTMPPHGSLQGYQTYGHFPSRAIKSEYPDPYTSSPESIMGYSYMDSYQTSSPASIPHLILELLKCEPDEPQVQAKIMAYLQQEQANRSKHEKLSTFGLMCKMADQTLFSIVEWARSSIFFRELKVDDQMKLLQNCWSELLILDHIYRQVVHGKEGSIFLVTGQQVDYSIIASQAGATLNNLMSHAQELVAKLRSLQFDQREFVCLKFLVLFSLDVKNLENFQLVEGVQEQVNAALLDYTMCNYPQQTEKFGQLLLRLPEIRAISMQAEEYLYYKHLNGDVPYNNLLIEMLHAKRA
KKLEB cytotox – CF airway cell cytotoxicity counter-screen. hit rate 0.36% among 360,000. AID 602141. activity change (cytotoxicity), % at 5 µM. KKLEB CF airway cells viability, ATPlite luminescence, overnight; active compounds read low; cells stimulated with P. aeruginosa culture filtrate;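 active = corrected activity change at or below -50% at 5 µM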
TWEAK Fn14 block – inhibitors of TWEAK-Fn14 interaction signaling. TWEAK-stimulated Fn14 reporter cells, luciferase luminescence, 8 h. inhibition, % at 10 µM. hit rate 2% among 360,000; in the data active = inhibition above about 50%
COUP-TFII inh – NR2F2 (human) inhibition, primary screen. HEK293T NGFI-A luciferase reporter, luminescence. inhibition, % at 8.6 µM. hit rate 0.7% among 370,000. AID 686940;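 active = inhibition above a per-plate cutoff, mean inhibition of test wells between control levels plus 3 SD, cut at about 38% in these data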;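 note: cells cotransfected with COUP-TFII expression vector driving the NGFI-A reporter; 0% = median of COUP-TF2 test wells and 100% = reporter-only cells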
Target sequence (P24468 whole entry, looked up): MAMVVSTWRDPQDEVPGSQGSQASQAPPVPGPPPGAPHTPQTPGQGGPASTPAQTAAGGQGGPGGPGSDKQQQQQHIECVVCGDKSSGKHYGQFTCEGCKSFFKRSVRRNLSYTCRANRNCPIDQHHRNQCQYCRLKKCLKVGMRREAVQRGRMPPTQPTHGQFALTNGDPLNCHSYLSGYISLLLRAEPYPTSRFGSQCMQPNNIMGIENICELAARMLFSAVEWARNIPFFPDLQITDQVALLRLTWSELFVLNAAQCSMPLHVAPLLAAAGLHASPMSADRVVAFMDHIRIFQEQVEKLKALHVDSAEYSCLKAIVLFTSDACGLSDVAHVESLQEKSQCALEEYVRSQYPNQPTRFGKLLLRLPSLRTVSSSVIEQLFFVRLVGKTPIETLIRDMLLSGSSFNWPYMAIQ
SRC1 inh – inhibits human SRC1 coactivator; inhibition, % at 3.6 µM; Q15788; hit rate 0.12% among 360,000; HEK293 GAL4-SRC1 luciferase reporter, luminescence;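 active = inhibition above the campaign mean plus 3 SD, with each screening campaign given its own cutoff, cut at about 60% in these data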;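 note: 0% = DMSO treated cells and 100% = gossypol at 36 µM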
NCOA2 inhibitor – inhibits human steroid receptor coactivator 2 | hit rate 0.17% among 370,000 | inhibition, % at 9 µM | HEK293 GAL4-SRC2 luciferase reporter, luminescence | Q15596 | AID 651957;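 active = inhibition above the mean inhibition of all tested compounds plus 3 SD, set per campaign, cut at about 52% in these data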;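 note: 0% = DMSO treated cells and 100% = cells given Gossypol at 36 µM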
CF NFkB inh – inhibitors of cystic fibrosis induced NF-kB; KKLEB NF-kB-GFP reporter, PAF-induced, GFP fluorescence overnight; inhibition, % at 5 µM; hit rate 0.86% among 360,000;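 active = at least 50% inhibition at 5 µM, scaled per plate between neutral and stimulator controls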;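 note: PAF is a Pseudomonas aeruginosa culture filtrate used as stimulus; plate controls were PAF-stimulated DMSO wells for no effect and unstimulated DMSO wells for full effect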
TROY signal inh – blocks TROY-dependent signaling in reporter cells; hit rate 0.98% among 360,000; inhibition, % at 10 µM; Q293 LMP1-TROYcd NF-kB luciferase reporter, 4 h;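 active = compounds whose plate-normalised and pattern-corrected inhibition of the luciferase reporter signal at the single screening dose is 50% or more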
TRAIL sens C8 – sensitizes caspase-8 expressing cells to TRAIL. inhibition (viability loss, TRAIL sensitization), % at 10 µM. NB7+C8 cells + TRAIL, ATPlite viability luminescence. hit rate 1% among 360,000;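 active = compounds causing at least 50% loss of cell viability in the single-dose screen, relative to plate controls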
SRC3 inh – inhibitors of human steroid receptor coactivator 3 (SRC3). Q9Y6Q9. HEK293 GAL4-SRC3 luciferase reporter, luminescence. inhibition, % at 3.6 µM. hit rate 0.17% among 360,000. AID 588352;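 active = inhibition above a per-campaign cutoff, the mean of all compounds plus 3 SD, cut at about 60% in these data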;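 note: 0% = DMSO-treated cells and 100% = gossypol-treated cells at 36 µM; higher means less SRC3-driven luciferase light from the GAL4 reporter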
* marks the source's active call; other numbers are inactive results; / = not tested or not shown.

Each structure is followed by: LMP1 NFkB inh	NR5A2 inv ag	KKLEB cytotox	TWEAK Fn14 block	COUP-TFII inh	SRC1 inh	NCOA2 inhibitor	CF NFkB inh	TROY signal inh	TRAIL sens C8	SRC3 inh
O=C(NNC(=O)c1cc2cc3ccccc3nc2s1)c1cccc(C(F)(F)F)c1
 : -1	-3	-30	-21	2	2	-18	32	14	15	0
O=C(O)c1ccc2[nH]c3c(c2c1)CCCC3
 : 0	19	-2	24	5	-4	-5	-9	10	-6	-2
COc1ccccc1NC(=O)C1CCN(C(=O)c2ccco2)CC1
 : -3	4	-10	41	6	9	-4	1	11	-14	8
CCN1CCN(c2nnc(-c3ccccc3)c3ccccc23)CC1
 : 2	2	-1	0	-13	-9	-12	3	-1	7	16
CC(C)(C)n1nc2c(c1NC(=O)Cc1cccc3ccccc13)CS(=O)C2 (centres undefined)
 : -1	-9	-5	10	11	-6	-2	24	11	2	3
O=C(NCC(=O)N1CCN(c2ccccc2F)CC1)c1ccc(Br)o1
 : 1	-12	11	7	-14	6	-15	0	-2	-6	-8
O=c1[nH]c(-c2ccccc2Cl)nc2c1sc(=S)n2-c1ccccc1
 : -5	14	12	6	5	-5	-53	8	12	-2	9
Cc1ccc(N2CCN(S(=O)(=O)c3ccc4c(c3)oc(=O)n4C)CC2C)cc1 (centres undefined)
 : 2	-26	-9	5	10	6	10	10	6	8	0
O=C(NNc1ccc([N+](=O)[O-])cc1)C1CC1c1ccccc1 (centres undefined)
 : -3	-1	-7	-15	1	-6	-12	-3	7	-5	-1
Cc1cc(C#N)c(C)n1-c1cc(C(F)(F)F)ccc1N1CCOCC1
 : 1	-9	-14	0	8	11	-6	12	6	-3	0
COc1ccc(CC(=O)NNC(=O)COc2ccc(Br)cc2C)cc1OC
 : 6	9	7	0	9	-12	8	7	-10	6	6
Cc1nn(-c2ccccc2)c(Oc2ccccc2)c1C=O
 : -6	26	-4	6	12	11	-1	12	8	-5	28
CS/C(N)=N/S(=O)(=O)c1ccc(NC(C)=O)cc1
 : -12	-2	4	-8	-5	-5	2	8	-27	16	-13
Cc1cc(-c2nnc(SCC(=O)Nc3c(C)cccc3C)n2N)n[nH]1
 : 1	/	1	6	7	/	-19	-11	-4	-11	/
CCOC(=O)N/N=C/c1ccc(F)cc1
 : -1	-20	-1	9	-28	-12	-36	-5	-15	-7	-8
O=C(CN1CCN(c2ccccc2F)CC1)Nc1nnc(C(F)(F)F)s1
 : 1	0	-17	6	-14	7	-16	17	-3	3	8
O=C(NNC(=O)c1ccc(Br)s1)c1csc(N2CCOCC2)n1
 : 1	-17	6	12	-15	-6	6	2	-2	-3	0
Cc1ccc(CSCCNC(=O)CN2C(=O)c3ccccc3S2(=O)=O)cc1
 : 0	-9	5	-12	0	-6	8	2	-17	-7	7
C=CCC(=O)NC1CC(C)(C)Cc2c1cnn2-c1ccccc1C (centres undefined)
 : 4	-18	-8	8	-14	5	25	20	-8	8	0
COc1ccccc1C(=O)N/C(=C/c1ccc(Br)cc1)C(=O)NCCCn1ccnc1
 : 0	-6	0	25	-2	16	-3	14	-12	11	1
CCCCn1c(N)c(N(CCOC)C(=O)c2cccc(-n3cnnn3)c2)c(=O)[nH]c1=O
 : -8	-1	-2	2	7	-10	2	10	0	5	16
COc1ccc(-c2nc(CS(=O)CC(=O)NC3CCCC(C)C3C)c(C)o2)cc1OC (centres undefined)
 : 14	11	10	-32	-20	-12	-3	-3	21	-16	10
CCOC(=O)c1c(C)[nH]c(N=Nc2cccc(C)c2)c1C
 : -35	-151	13	-11	-58	-95	-34	-17	-41	1	-49
CC(C)C(NS(=O)(=O)c1cccs1)C(=O)NCCCN1CCCCCC1 (centres undefined)
 : -5	-12	10	20	10	0	19	-13	-4	-1	19
COc1ccc(S(=O)(=O)N(C)C[C@H]2Oc3c(NC(=O)Nc4ccccc4)cccc3C(=O)N([C@H](C)CO)C[C@@H]2C)cc1
 : 7	-7	1	16	-3	-4	2	6	8	6	-5
Cc1cc(C)c(NC(=O)/C=C\C(=O)O)c([N+](=O)[O-])c1
 : -1	5	-4	-1	-5	-5	-5	10	5	-3	-11
Cn1cnc(C(=O)NCc2ccccc2)c1C(=O)NCc1ccccc1
 : -7	-10	1	7	8	-15	-19	1	-19	-19	-8
CC(=O)Nc1ccc2c(c1)nc(CCN1CCC(C)CC1)n2C
 : 5	4	-1	-3	14	7	12	6	2	11	-2
COc1ccc(CCNC(=O)C2CCN(C(=O)c3cccs3)CC2)cc1
 : 10	-11	-3	-6	6	-6	12	10	-9	-8	6
COCCCN(Cc1ccco1)C(=O)CSc1nc2ncccc2[nH]1
 : -5	16	16	19	-12	-6	12	1	-19	-24	-5
COc1cccc(C2c3[nH]c4ccccc4c3C[C@H]3C(=O)N(c4ccccc4C(=O)N4CCC[C@H]4C(=O)O)C(=O)N23)c1 (some centres undefined)
 : -6	23	-4	12	-14	-13	-13	-3	5	-6	-3
COc1cc2c(cc1OC)C(CCc1ccccc1)=NCC2
 : 1	9	-5	0	3	8	-22	-9	-2	6	18
COc1ccc(-c2nnnn2-c2ccccc2OC)cc1
 : 3	62	1	21	0	-8	6	2	-5	0	12
Cc1ccc(CNC(=O)C2CCN(S(=O)(=O)N3CCCC3)CC2)cc1
 : -1	-5	2	20	-17	-5	14	12	-9	-7	-23
COc1ccccc1NC(=O)CSc1nc(=O)n2cc(C)ccc2n1
 : 7	-12	2	6	-2	-6	-10	14	4	-9	-6
CN(C)CCNC(=O)c1onc(CSc2ccc(F)c(F)c2)c1C(=O)NCCN(C)C
 : -5	-13	-1	12	6	-10	-17	4	0	-7	-3
Cc1cccc(NC(=O)Nc2ccc(F)cc2)n1
 : -14	-66	11	-1	-5	-41	-53	-8	-42	0	-45
CCOc1ncccc1C(=O)OCC(=O)Nc1ccc(S(=O)(=O)N2CCOCC2)cc1
 : -26	-11	5	2	1	-11	18	0	-10	3	6
N#CCC(N)=C(C#N)C#N
 : 4	5	-4	14	5	-9	-27	-4	-1	-7	-19
CCN(C[C@H]1N[C@@](Cc2ccccc2)(C(=O)OC)[C@H]2C(=O)N(Cc3ccccc3)C(=O)[C@@H]12)C(=O)Nc1ccc(C)cc1
 : -10	23	19	19	23	-31	-16	-4	-32	10	8
O=C(CSc1nnc(-c2ccc3c(c2)OCO3)o1)Nc1c(F)cccc1F
 : -33	-39	0	1	-36	-42	-42	4	-37	16	-50
Cc1cc(C(=O)NNc2ccc(Cl)cc2)no1
 : -52	2	1	1	-7	5	2	4	-6	6	22
Cc1occc1C(=O)Nc1nnc(C(F)(F)F)s1
 : -2	-25	3	13	-4	0	-16	-2	-23	-1	-18
NC(=O)Nc1ccc2c(c1)OCCO2
 : -16	-7	2	1	-49	-37	-35	-2	-45	2	-5
COc1cccc(C2/C(=C(/O)c3ccc(F)cc3)C(=O)C(=O)N2CCN(C)C)c1 (centres undefined)
 : 3	7	7	-10	5	10	-9	-13	-18	-2	13
COc1ccc(/C=N/NC(=O)CN2CCCc3ccccc32)c(OC)c1
 : 2	-8	13	-32	25	-1	-34	-19	1	-1	-19
O=C(NC(=S)NCc1nc2ccccc2[nH]1)c1ccc(F)cc1
 : 7	-55	-10	-32	-26	-39	-48	27	-42	18	-41
COCCn1c(N)c(N(Cc2ccccc2)C(=O)COc2ccc(F)cc2Cl)c(=O)[nH]c1=O
 : 5	12	14	0	-21	-6	-71	-14	-1	0	15
COc1ccc(S(=O)(=O)Nc2ccc3oc(C)c(C(C)=O)c3c2)cc1
 : 9	19	-8	54*	42*	6	9	21	34	18	7
Cn1ncc2c(N)nc(NCCO)nc21
 : -3	1	6	0	3	1	-5	-6	16	-15	-5
c1csc(-c2noc(CN3CCN4CCCC4C3)n2)c1 (centres undefined)
 : 9	-8	-8	7	-14	-9	-29	2	13	2	4
O=C(CCC(=O)N(CC(=O)NC1CCCC1)c1ccc(F)cc1)Nc1nccs1
 : 1	6	-7	2	15	-17	-14	-3	-5	9	-2
OC[C@@H]1CN(Cc2ccncc2)C[C@H](n2cnc3c(NCc4ccco4)ncnc32)O1
 : /	8	-14	-14	9	-11	10	-3	-4	5	-1
CCOc1ccc(-c2cc(C(=O)Nc3cc(OC)c(OC)c(OC)c3)[nH]n2)c(C)c1
 : /	14	-20	-12	-7	-11	-6	-14	2	-8	-1
CCOC(=O)c1sc(Nc2ccccc2Cl)nc1C
 : -18	-114	-5	-40	-27	-74	-54	17	-51	-11	-32
COc1ccc(C(=O)Nc2ccc(Nc3ccccc3)cc2)cc1OC
 : -1	-15	2	-27	-9	2	-18	11	-28	-2	-13
COc1ccc(S(=O)(=O)N2CCC[C@H]2C(=O)N2CCC[C@H]2C(=O)N[C@H](C)c2ccccc2)cc1C
 : /	-15	/	-24	1	/	-12	/	-12	-2	/
O=C1c2ccccc2CCc2ccccc21
 : 3	14	-6	-5	-6	2	-38	-6	-18	15	1
Cc1c(OC(C)C(=O)NCC(O)c2ccccc2)ccc2c3c(c(=O)oc12)CCCC3 (centres undefined)
 : 2	-22	-4	-23	-16	10	-21	-11	-12	31	15
